High-throughput results deposited in PubChem by Broad Institute.
PglD DTNB: C. jejuni PglD acetyltransferase inhibitors, primary screen, biochemical, DTNB colorimetric, single point | inhibition, % at 12.5 µM | UDP-N-acetylbacillosamine N-acetyltransferase PglD (Campylobacter jejuni) | purified PglD enzyme, DTNB colorimetric CoA detection | hit rate 0.098% among 360,000; in the data active means inhibition above about 16%, passing the limit was not always enough; further: strong numbers were not always called active
RAD54 inh: inhibitors of human RAD54 branch migration, primary screen, biochemical, fluorescence, single point; RAD54 Holliday junction branch migration, FAM/BHQ fluorescence; inhibition, % at 10.4 µM; AID 602329, 2012; hit rate 0.14% among 360,000;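 active means mean normalized replicate activity at least 40 and at least half of replicates scoring 40 or more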;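 further: 0% = median of neutral control wells and 100% = median of positive control wells; inhibitors cause a drop in the FAM fluorescence signal; in these data hits start at about 50%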
Target sequence (Q92698 whole entry, looked up): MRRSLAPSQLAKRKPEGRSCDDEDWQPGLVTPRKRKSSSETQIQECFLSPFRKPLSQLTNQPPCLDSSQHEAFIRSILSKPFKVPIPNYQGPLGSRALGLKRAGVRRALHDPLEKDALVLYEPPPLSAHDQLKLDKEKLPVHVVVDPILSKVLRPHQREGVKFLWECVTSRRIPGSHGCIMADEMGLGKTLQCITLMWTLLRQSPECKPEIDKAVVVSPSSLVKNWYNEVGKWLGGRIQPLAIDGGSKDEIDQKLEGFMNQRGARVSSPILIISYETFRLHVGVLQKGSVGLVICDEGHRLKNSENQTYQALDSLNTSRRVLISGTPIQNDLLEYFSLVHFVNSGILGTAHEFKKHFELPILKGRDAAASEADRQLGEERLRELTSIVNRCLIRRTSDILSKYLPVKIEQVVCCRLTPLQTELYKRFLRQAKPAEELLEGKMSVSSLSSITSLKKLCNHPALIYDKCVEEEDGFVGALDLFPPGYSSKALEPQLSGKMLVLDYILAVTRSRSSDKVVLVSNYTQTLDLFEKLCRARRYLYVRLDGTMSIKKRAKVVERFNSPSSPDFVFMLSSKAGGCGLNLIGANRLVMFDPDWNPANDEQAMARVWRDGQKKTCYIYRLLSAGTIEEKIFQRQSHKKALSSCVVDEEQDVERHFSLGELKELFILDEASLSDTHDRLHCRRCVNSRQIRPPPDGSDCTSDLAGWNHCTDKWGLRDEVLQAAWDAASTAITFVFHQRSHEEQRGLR
RAD52 anneal inh: RAD52 DNA annealing inhibitors, primary screen, biochemical, FRET, single point, set 2; DNA repair protein RAD52 homolog (Homo sapiens), P43351; recombinant RAD52 DNA annealing, FRET fluorescence; inhibition, % at 18.7 µM; hit rate 0.46% among 360,000;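 active means every replicate showing at least 50% inhibition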
E-sel inducer: E-selectin induction in HUVECs, primary screen, imaging, HUVEC, immunofluorescence imaging, single point; P16581; normalized: neutral wells 0, TNF-alpha wells 100; activation, % at 7.58 µM; hit rate 0.37% among 260,000; AID 686992, 2013;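 active means mean E-selectin-positive cell signal at least 10% of the positive control, reached in at least 60% of replicates, without over 20% cell loss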;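 further: in these data hits start at about 27%; measured in HUVEC primary endothelial cells; signal is the percent of cells scored E-selectin positive by PE staining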
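Material: HUVEC primary endothelial cells; Amount: 3,000 cells per well; Dosing: single concentration; Medium: EGM-2 growth medium on 0.1% gelatin-coated wells; Read-out basis: percent E-selectin-positive cells; Signal: immunofluorescence imaging; Control set: TNF-alpha, DMSO.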
esBAF inh: Bmi1 luciferase reporter increase in mESCs, primary screen, esBAF inhibitor project, mouse ES cells, Bmi1 luciferase knock-in, single point | 24 h; 100% = twice the neutral-well signal | reporter increase, % at 12.5 µM | hit rate 2% among 350,000 | AID 602393, 2012; in the data active means activation above about 40%;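 further: 0% = median of the plate's neutral control wells and 100% = double that signal; a rise in the Bmi1 reporter signal indicates esBAF inhibition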
ARNT TACC3 PPI: disruptors of ARNT/TACC3 protein interaction, primary screen, biochemical, AlphaScreen, single concentration; Transforming acidic coiled-coil-containing protein 3 (Homo sapiens), Q9Y6A5; AlphaScreen His-ARNT PAS-B/GST-TACC3 binding, luminescence; TACC3 fragment carries E629A point mutation; inhibition, % at 9.99 µM; hit rate 0.66% among 390,000;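 active means mean inhibition of replicates at least 50% and at least half of replicates each reaching 50%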;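 further: 0% = complete ARNT plus TACC3 wells and 100% = ARNT alone without TACC3; many hits fall short of the cut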
CASP6 VEID inh: human caspase-6 inhibitors, primary screen, biochemical, VEID-R110 fluorescence, single point, set 2. P55212. purified caspase-6, Z-VEID-R110 cleavage fluorescence. inhibition, % at 12.5 µM. hit rate 0.53% among 350,000. AID 686996, 2013;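 active means mean inhibition across replicates at least about 35%, with every replicate also reaching that limit, limit read from the data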;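 further: 0% = median of neutral control wells and 100% = no fluorescence left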
Target sequence (P55212 24-179 limits assumed): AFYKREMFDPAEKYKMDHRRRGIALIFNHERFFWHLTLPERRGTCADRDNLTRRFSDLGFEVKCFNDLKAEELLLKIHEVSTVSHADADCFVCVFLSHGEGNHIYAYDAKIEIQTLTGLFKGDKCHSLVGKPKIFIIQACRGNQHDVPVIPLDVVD
Target sequence (P55212 194-293 limits assumed): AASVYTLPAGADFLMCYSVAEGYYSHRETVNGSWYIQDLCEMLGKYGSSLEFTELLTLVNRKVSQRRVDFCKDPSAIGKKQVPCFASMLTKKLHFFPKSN
ERp5 block: inhibitors of ERp5-driven insulin aggregation, primary screen, biochemical, turbidity, absorbance 650 nm, single point. Protein disulfide-isomerase A6 (Homo sapiens), Q15084. 90 min. hit rate 0.05% among 350,000. inhibition, % at 9.99 µM;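 active means mean replicate inhibition above about 25%, with every replicate also reaching it, limit read from the data, passing the limit was not always enough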
Starred values were filed as active, the others as inactive; nt = not tested or not shown.

Order of results – ERp5 block | PglD DTNB | esBAF inh | RAD54 inh | CASP6 VEID inh | RAD52 anneal inh | ARNT TACC3 PPI | E-sel inducer
> COc1ccc(NS(=O)(=O)c2ccc3oc(SCc4ccc(F)cc4)nc3c2)cc1
  4 | 5 | nt | -5 | 0 | -13 | -1 | -0.1
> O=C(c1ccc(NC(=S)NCc2ccc(Cl)cc2)cc1)N1CCCCC1
  -1 | 0 | -10 | -5 | -2 | -7 | 0 | 0.3
> C[C@H](CO)N1C[C@H](C)[C@@H](CN(C)Cc2ccc3c(c2)OCO3)Oc2ccc(NC(=O)Nc3ccc4c(c3)OCO4)cc2CC1=O
  0 | 1 | -3 | 3 | -2 | -8 | 10 | -0.1
> CC1CN(S(=O)(=O)c2cc(C(=O)NCCC3=CCCCC3)ccc2Cl)CC(C)O1 (centres undefined)
  8 | nt | nt | nt | -2 | -4 | -6 | -0.2
> CC1CCN(C(=O)CSc2nnc(-c3ccco3)n2N)CC1
  -6 | 12 | -11 | -3 | 2 | -3 | nt | -0.1
> CC(C)(C)c1cc(=O)n2[nH]c(N)nc2n1
  0 | nt | -1 | nt | -2 | -3 | 4 | nt
> CCc1ccc(Nc2ccc3nonc3c2[N+](=O)[O-])cc1
  2 | nt | nt | nt | 0 | -28 | -3 | nt
> CCCCSc1nc(C)nc2c1c(=O)n(C)c(=O)n2C
  -2 | -4 | -1 | -7 | -2 | -5 | 1 | nt
> C/C(=C\C(=O)c1ccc(Br)cc1)NCc1ccc2c(c1)OCO2
  nt | -3 | -1 | -5 | nt | nt | 3 | nt
> CC1(C)OC(=O)C2=C(C[C@@H](C3CC3)O[C@@H]2C2CC2)O1
  1 | nt | nt | nt | -3 | -3 | nt | 0.0
> Cc1cc(=O)[nH]c2nnnn12
  -4 | 0 | 0 | -26 | -4 | -10 | 1 | nt
> COc1ccc(N2CCN(C(=O)CSc3nnc(COc4cccc5cccnc45)o3)CC2)cc1
  -3 | 4 | -4 | -2 | -1 | -16 | 3 | nt
> COc1ccc(S(=O)(=O)N(C)C[C@H]2Oc3ccc(NC(=O)Nc4ccc(C(F)(F)F)cc4)cc3CC(=O)N([C@@H](C)CO)C[C@H]2C)cc1
  4 | 2 | -5 | 1 | 3 | -4 | -6 | 3.2
> CN(CC(=O)NC1CC(C)(C)NC(C)(C)C1)S(=O)(=O)c1cc(Cl)ccc1Cl
  0 | 4 | -1 | 6 | -4 | -13 | -4 | -0.4
> Cc1csc(NC(=O)c2ccc3ccccc3n2)n1
  1 | 6 | 3 | -3 | 1 | -25 | 1 | nt
> Cc1noc(C)c1S(=O)(=O)Nc1ccc2c(c1)CC(=O)N([C@@H](C)CO)C[C@H](C)[C@@H](CN(C)S(C)(=O)=O)O2
  nt | 1 | 3 | 1 | nt | nt | -15 | 2.3
> COC(=O)c1cc2c(c3c4ccccc4n(S(=O)(=O)c4ccc(C)cc4)c13)C(=O)N(C)C2
  -8 | nt | nt | nt | -2 | -12 | nt | 0.8
> Cc1ccc2nc(Nc3nc(C)cc(-c4ccccc4)n3)[nH]c(=O)c2c1
  6 | -5 | nt | 1 | 1 | -9 | -1 | -0.2
> CC(OC(=O)c1ccc(NC(=O)CC#N)cc1)C(=O)Nc1nc(-c2ccccc2)cs1 (centres undefined)
  -4 | -2 | 39 | -2 | -2 | -82 | 1 | nt
> C/C(=N\NS(=O)(=O)c1ccccc1)c1cc(Cl)cc(Cl)c1O
  -1 | 4 | 14 | -1 | 2 | -9 | -2 | -0.1
> C[C@H]1CCCCO[C@@H](CN(C)C(=O)Nc2ccccc2)[C@@H](C)CN([C@@H](C)CO)C(=O)c2cc(NS(=O)(=O)c3ccc(Cl)cc3)ccc2O1
  9 | 1 | -2 | -1 | 5 | -61 | 1 | nt
> COc1ccc(S(=O)(=O)Nc2cccc3c2O[C@H](CN(C)S(=O)(=O)c2ccccc2)[C@@H](C)CN([C@@H](C)CO)C3=O)cc1
  nt | 2 | 11 | 5 | nt | nt | 8 | 1.2
> COc1cccc(NC(=O)C2C3CCC4C(CCC32)C4(Cl)Cl)c1 (centres undefined)
  nt | 0 | 7 | 2 | nt | nt | -5 | nt
> CO[C@@H]1CN(C)C(=O)c2ccc(NC(=O)C3CCOCC3)cc2OC[C@@H](C)NC[C@H]1C
  1 | -3 | -8 | 1 | 0 | -14 | 3 | -0.1
> CS/C(=C\[N+](=O)[O-])Nc1ccc(Cl)cc1
  nt | 4 | -1 | -1 | nt | nt | -1 | nt
> C=CCN=C1CC(C)(C)C(C(=O)OC)C(O)=C1C(=O)CCC (centres undefined)
  -4 | nt | nt | nt | 0 | -5 | -4 | nt
> CCOC(=O)C(C)Sc1ncc(-c2ccc(Cl)cc2)cn1 (centres undefined)
  nt | -3 | 2 | -7 | nt | nt | -27 | nt
> C[C@H](CO)N1C[C@H](C)[C@@H](CN(C)Cc2ccccn2)Oc2ncc(C#Cc3ccc(F)cc3)cc2C1=O
  9 | 4 | -3 | -1 | -1 | -4 | 6 | -0.4
> CO[C@H]1CN(C)C(=O)c2cc(NC(=O)Nc3c(C)noc3C)ccc2OC[C@@H](C)NC[C@@H]1C
  -3 | 0 | 2 | 4 | -1 | -3 | 4 | 0.1
> CN(C)CCCCOc1ccc(F)cc1
  -4 | nt | nt | nt | -3 | -10 | -1 | nt

Reformatted field by field: part of the list above
COC(=O)c1cc2c(c3c4ccccc4n(S(=O)(=O)c4ccc(C)cc4)c13)C(=O)N(C)C2
  ERp5 block = -8; PglD DTNB = nt; esBAF inh = nt; RAD54 inh = nt; CASP6 VEID inh = -2; RAD52 anneal inh = -12; ARNT TACC3 PPI = nt; E-sel inducer = 0.8
CC(OC(=O)c1ccc(NC(=O)CC#N)cc1)C(=O)Nc1nc(-c2ccccc2)cs1 (centres undefined)
  ERp5 block = -4; PglD DTNB = -2; esBAF inh = 39; RAD54 inh = -2; CASP6 VEID inh = -2; RAD52 anneal inh = -82; ARNT TACC3 PPI = 1; E-sel inducer = nt

Additional records follow:
Order of results – ERp5 block | PglD DTNB | esBAF inh | RAD54 inh | CASP6 VEID inh | RAD52 anneal inh | ARNT TACC3 PPI | E-sel inducer
> COc1ccc(-c2csc3nc(C)nc(N4CCCCC4)c23)cc1OC
  3 | nt | nt | nt | 4 | -6 | 5 | -0.1
> O=C(CN1CCN(CC(=O)Nc2ccc(Cl)cc2)CC1)Nc1ccc(F)cc1
  4 | 0 | -3 | -7 | -2 | -29 | 12 | nt
> Cc1ccccc1NCc1ccc(O)c2ncccc12
  0 | -6 | -15 | 23 | 0 | -23 | -129 | nt
> O=C(Nc1ccc(C(F)(F)F)cc1)N[C@H]1C=C[C@H](CC(=O)N2CCCCC2)O[C@@H]1CO
  2 | -3 | -4 | -1 | 0 | -3 | 38 | 0.1
> Cc1noc(C)c1NC(=O)Nc1ccc2c(c1)CC(=O)N([C@@H](C)CO)C[C@H](C)[C@@H](CN(C)S(=O)(=O)c1cccs1)O2
  -5 | -3 | 2 | -4 | -2 | 2 | nt | -6.8
> O=C(NCc1csc(-c2cccs2)n1)C1CC1
  -4 | nt | nt | nt | -1 | -10 | 0 | 5.1
> CC[C@H](C)[C@H]1CNC(=O)C(=O)N1CC1CCN(CCc2ccc(Cl)c(Cl)c2)CC1
  1 | 7 | -8 | -25 | -8 | -12 | -3 | -0.2
> O=C(Nc1ccc(F)cc1)OCCOc1ccc([N+](=O)[O-])cc1
  5 | -3 | 7 | 3 | -5 | -10 | -5 | 0.0
> Cn1nc(C(C)(C)C)cc1C(=O)N1CCCCC1c1cc(C(=O)Nc2ccccc2)no1 (centres undefined)
  0 | 1 | 6 | -5 | 2 | -8 | nt | -0.2
> Cc1ccccc1NS(=O)(=O)c1ccc2c(c1)n(C)c(=O)n2C
  2 | nt | 10 | nt | 2 | -4 | -2 | nt
> Cc1ccc(N(CC(=O)N/N=C/c2ccc(OCC(N)=O)cc2)S(C)(=O)=O)cc1Cl
  -2 | nt | nt | nt | 5 | -7 | 6 | nt
> CC1CCN(S(=O)(=O)c2ccc(C(=O)N3CCCC3C(=O)O)cc2)CC1 (centres undefined)
  3 | -4 | 4 | 6 | -1 | 4 | nt | nt
> CS(=O)(=O)c1ccc2nc(NC(=O)c3ccc(NS(=O)(=O)c4cccc([N+](=O)[O-])c4)cc3)sc2c1
  -4 | nt | nt | nt | 2 | -5 | 23 | nt
> O=C(NCC[C@@H]1CC[C@H](NC(=O)c2cnccn2)[C@@H](CO)O1)c1ccc2c(c1)OCO2
  -3 | 7 | -3 | 4 | -3 | -4 | -6 | -0.4
> CNc1ccc(C=C2C=Cc3ccccc32)cc1
  3 | nt | -9 | nt | 3 | -1 | nt | 0.8
> CC(C)CC(COCc1ccc(Cl)cc1)N1CCN(C(=O)c2ccc(Cl)cc2Cl)CCC1=O (centres undefined)
  1 | 0 | -7 | -2 | 4 | -2 | -17 | 0.8
> O=C(COc1ccccc1)c1ccccc1
  -2 | 0 | 46* | -6 | -3 | -6 | 9 | nt
> COc1ccc(Cl)cc1S(=O)(=O)Nc1ccc2c(c1)n(C)c(=O)n2C
  4 | 0 | 2 | 14 | 0 | -20 | nt | nt
> COc1ccc(CCNS(=O)(=O)c2ccc(Br)cc2)cc1OC
  -4 | -4 | 10 | 0 | 2 | 3 | 22 | 0.1
> CC(C)N1C(=O)[C@@]2(Cc3ccccc31)c1ccccc1C(=O)N(C1CCCCC1)[C@H]2c1ccc(CO)cc1
  1 | 0 | nt | -4 | 10 | -3 | 2 | nt
> COc1cccc(/C=N/n2cnc3c(cnn3-c3ccccc3)c2=O)c1
  -2 | 5 | nt | -6 | 2 | -16 | nt | 0.0
> CCn1c(COc2ccc(C)cc2)nnc1SCC(=O)Nc1ccc2c(c1)OCCO2
  nt | -6 | 9 | -8 | nt | nt | -3 | nt
> Cc1ccccc1-c1noc(-c2cccs2)n1
  4 | 10 | 54* | -3 | 0 | -3 | -4 | 1.5
> CCOC(=O)c1ccc(Nc2nc(N3CCOCC3)nc(N3CCOCC3)n2)cc1
  -4 | -5 | 3 | -11 | -1 | -7 | -5 | 5.7
> CN1CCN(C(=O)C[C@@H]2CC[C@@H]3[C@H](COC[C@H](O)CN3Cc3ccc4c(c3)OCO4)O2)CC1
  0 | 1 | -4 | 1 | 2 | -14 | -1 | 0.1
> CCCc1cc(CN(C)C(=O)CC2C(=O)NCCN2Cc2ccccc2C)[nH]n1 (centres undefined)
  9 | -1 | 1 | -1 | 7 | -71 | -4 | -0.1
> O=C(NCc1cccnc1)Nc1cccc(C(F)(F)F)c1
  -15 | -1 | -2 | -4 | -3 | -21 | -1 | -0.4
> C=CCN1[C@H](C)[C@H](c2ccccc2)Oc2cc(Br)ccc2S1(=O)=O
  -7 | nt | nt | nt | -1 | -10 | nt | -0.2
> COc1ccc(CC(=O)Nc2ccc(S(=O)(=O)Nc3cc(C)on3)cc2)cc1OC
  nt | -1 | -8 | -15 | nt | nt | 2 | nt
> Cc1cc(OCC(=O)Nc2cccnc2)c2c(C)cc(=O)oc2c1
  nt | -1 | 3 | 17 | 0 | 7 | -2 | -1.8
> CC(C)n1cnc2cc(NCc3ccccn3)ccc21
  -1 | -4 | 14 | 1 | 2 | -3 | 42 | nt
> COCCN(C(=S)Nc1cc(C)cc(C)c1)C(C)c1cccs1 (centres undefined)
  -2 | nt | nt | nt | 1 | -9 | -2 | 0.0
> CN1CN=C(NS(=O)(=O)c2ccc([N+](=O)[O-])cc2)NC1
  -1 | -1 | -2 | 0 | -3 | -9 | -3 | 20
> CC1(C)CC(CC(=O)Nc2ccccc2[N+](=O)[O-])C(=O)O1 (centres undefined)
  1 | 3 | nt | -2 | 7 | -2 | 3 | nt
